Screening results: PubChem, The Scripps Research Institute Molecular Screening Center
PRMT1 inh: PRMT1 (human) inhibition, primary screen | 370,000 tested, 1.3% active | inhibition, % at 2.79 µM | recombinant PRMT1, activity-based probe fluorescence polarization | Q99873;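 active means inhibition above about 21% made by adding two undisclosed values, limit read from the data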
Tn7 DDE FP: inhibitors of Tn7 peptide binding to human fibrin DD(E); P02675; FP displacement of FITC-Tn7 peptide from fibrin DD(E); 0% = median of compound wells per plate; inhibition, % at 8.3 µM; 370,000 tested, 0.13% active; AID 720508;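 active means inhibition above the mean of compounds falling within the control limits plus 3 SD of them, cut at about 14% in these data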;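 further: 0% = plate median of compound wells and 100% = 10 µM Aha-Tn7 peptide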
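Assay system: human fibrin DD(E). Input: DD(E) 2 µM final. Medium: Tris buffer with calcium and detergent, pH 7.8. Compound dosing: single point at 8.3 µM. Timing: 10 min plus 3 h, room temperature. Technique: fluorescence polarization of the labelled Tn7 tracer. Read-out: percent inhibition. Replicates: singlicate testing.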
UHRF1 MBD2 ctr: human UHRF1 methylated DNA binding inhibitors; UHRF1 binding to methylated oligo, TR-FRET; inhibition, % at 4.4 µM; 370,000 tested, 0.75% active; AID 687016; in the data active means inhibition above about 21%;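 further: UHRF1 SRA domain binding a hemimethylated CpG hairpin DNA probe; 0% = median of test compound wells and 100% = reference inhibitor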
TCR CD3 inh: inhibitors of human TCR-CD3 interaction; TAMRA-labeled TCR probe fluorescence, biochemical; inhibition, % at 9.4 µM; 360,000 tested, 0.37% active; in the data active means inhibition above about 19%;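 further: recombinant mutant TCR 2C K166C tagged with TAMRA read by polarization; 0% = receptor in buffer alone and 100% = receptor with positive control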
SIAE primary: inhibitors of human sialic acid acetylesterase SIAE | Q9HAT2 | SIAE FP-Rh probe binding, fluorescence polarization | inhibition, % at 9.66 µM | 370,000 tested, 0.69% active;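 active means inhibition above a cutoff: mean of compounds within the control limits plus 3 SD of those, cut at about 17% in these data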;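 further: 0% = plate median of compound wells and 100% = probe without SIAE protein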
Target sequence (Q9HAT2 whole entry, looked up): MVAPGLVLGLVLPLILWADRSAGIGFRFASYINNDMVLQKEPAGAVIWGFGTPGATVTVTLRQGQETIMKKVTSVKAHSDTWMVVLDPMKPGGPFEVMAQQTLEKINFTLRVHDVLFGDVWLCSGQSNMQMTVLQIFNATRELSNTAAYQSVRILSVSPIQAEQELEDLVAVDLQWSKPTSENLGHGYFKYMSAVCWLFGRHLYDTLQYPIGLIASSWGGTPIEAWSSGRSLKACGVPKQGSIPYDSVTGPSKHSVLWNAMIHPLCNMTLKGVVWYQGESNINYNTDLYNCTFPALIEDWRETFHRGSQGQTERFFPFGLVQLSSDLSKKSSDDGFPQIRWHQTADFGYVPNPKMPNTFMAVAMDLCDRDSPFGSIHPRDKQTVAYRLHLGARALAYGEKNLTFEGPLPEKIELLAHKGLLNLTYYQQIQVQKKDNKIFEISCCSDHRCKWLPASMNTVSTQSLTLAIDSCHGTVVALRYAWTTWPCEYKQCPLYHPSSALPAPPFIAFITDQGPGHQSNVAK
TDP2 inh: TDP2 (human) inhibition, absorbance primary screen; O95551; recombinant TDP2, T5PNP hydrolysis, p-nitrophenol absorbance 415 nm; inhibition, % at 12.8 µM; 370,000 tested, 0.34% active;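 active means inhibition above the mean of all tested compounds plus 3 SD, set per campaign, cut at about 25% in these data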;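 further: 0% = DMSO with enzyme and 100% = buffer with substrate but no TDP2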
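Assay system: Recombinant human TDP2 | Quantity: 120 nM TDP2 per well | Incubation: 2 h at 37 °C | Signal: Epi absorbance | Evaluation: Percent inhibition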
PG9 binder: small molecules binding HIV-1 gp120 antibody PG9; 360,000 tested, 0.43% active; TR-FRET gp120-PG9 antibody binding; inhibition, % at 6.7 µM; in the data active means inhibition above about 8.5%
LEDGF integ inh: blocks HIV-1 LEDGF/p75-dependent DNA integration; TR-FRET IN-LEDGF/p75 DNA integration, Eu/Cy5; inhibition, % at 3.7 µM; 370,000 tested, 0.64% active; AID 743269;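 active means inhibition above the screen-wide mean plus 3 SD, cut at about 13% in these data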;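 further: signal is the Cy5 over europium emission ratio at 671 and 618 nm; 0% = plate median of compound wells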
ABHD4 inh: inhibitors of mouse ABHD4; 370,000 tested, 0.54% active; purified mABHD4, FP-Rh probe fluorescence polarization; inhibition, % at 8.92 µM; Q8VD66;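 active means inhibition exceeding the mean over every tested compound plus 3 SD, cut at about 30% in these data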;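 further: 0% = plate median of compound wells and 100% = S159A mutant with DMSO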
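assay system = mABHD4 protein | compound dosing = single nominal dose of 8.92 µM, 0.89% DMSO final | read-out basis = percent inhibition of probe binding, normalized to plate controls | schedule = Enzyme–compound pre-incubation 45 min, then probe 60 min, both 25 °C | detection = fluorescence polarization, excitation 525 nm, emission 598 nm, BODIPY TMR filters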
HTRA1 inh: blocks human HTRA1 serine peptidase. recombinant HTRA1, FP-rhodamine activity-based probe, fluorescence polarization. inhibition, % at 5.96 µM. 340,000 tested, 0.5% active. AID 504803; in the data active means inhibition above about 36%;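 further: 0% = enzyme with DMSO and 100% = wells lacking enzyme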
Target sequence (Q92743 whole entry, looked up): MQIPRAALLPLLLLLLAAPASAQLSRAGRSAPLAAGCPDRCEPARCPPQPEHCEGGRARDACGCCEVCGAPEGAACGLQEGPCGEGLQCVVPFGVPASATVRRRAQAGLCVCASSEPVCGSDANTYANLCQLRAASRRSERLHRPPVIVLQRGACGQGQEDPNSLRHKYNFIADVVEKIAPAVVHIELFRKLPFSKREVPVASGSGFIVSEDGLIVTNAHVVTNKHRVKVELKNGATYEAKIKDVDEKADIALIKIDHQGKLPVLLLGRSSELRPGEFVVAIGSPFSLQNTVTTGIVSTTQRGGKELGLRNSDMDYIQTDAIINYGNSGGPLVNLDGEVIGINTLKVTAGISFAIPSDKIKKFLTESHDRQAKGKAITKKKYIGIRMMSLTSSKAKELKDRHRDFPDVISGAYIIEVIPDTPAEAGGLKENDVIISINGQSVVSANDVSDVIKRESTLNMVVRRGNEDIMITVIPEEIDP
* hit, by the source's call; . = no result given. Rows are unselected; any-hit rate near 4.2%.

Every second line gives: HTRA1 inh	TCR CD3 inh	Tn7 DDE FP	PRMT1 inh	ABHD4 inh	SIAE primary	TDP2 inh	LEDGF integ inh	UHRF1 MBD2 ctr	PG9 binder
COc1ccc(Cl)cc1NC(=O)CCCNC(=O)c1ccc(Cl)cc1
    -17	4	-4	-3	-4	-2	2	8	-4	0.3
CC1CCCC(C)N1C(=O)Cn1c(SCC(=O)NCc2ccc3c(c2)OCO3)nc2ccccc21 (centres undefined)
    -4	-1	-3	-3	-14	-2	-24	7	-1	-0.4
O=C(Nc1ccc2c(c1)OCCO2)c1cccnc1Oc1ccc(Cl)cc1
    -8	-2	0	0	3	-7	5	-6	3	1.6
COc1ccccc1N1CCN(C(=O)C2CCCN(S(=O)(=O)c3ccc(C)cc3)C2)CC1 (centres undefined)
    -4	-1	6	12	-4	1	10	-4	3	-1.2
C=CCNC(=O)CN(C(=O)Cc1ccc(Cl)nc1)c1cccc(Br)c1
    .	.	-5	-3	4	-5	3	5	-3	.
Nn1c(Cc2cccc3ccccc23)nnc1SCC(=O)NCC1CCCO1 (centres undefined)
    3	7	5	-4	-4	2	20	4	-2	-0.7
O=S(=O)(c1ccc(Cl)cc1)N1CN(CC2CCCO2)c2nc3ccccc3nc21 (centres undefined)
    -18	5	-2	1	1	-7	-8	-5	-1	0.1
CCOC(=O)N1CCN(C(=O)C(=O)NN)CC1
    -1	0	-1	-4	7	1	0	6	-2	0.9
COc1ccc(OCC(=O)OCC(=O)NC2CC2)cc1
    7	-5	6	-2	-1	0	-9	5	2	-0.7
Cc1nnc2ccc(-c3cccc(NS(=O)(=O)c4cc(F)ccc4F)c3)nn12
    2	3	10	-3	2	1	9	3	-4	0.9
CCC(=O)Nc1nnc(S(=O)(=O)N(CC)c2cc(C)cc(C)c2)s1
    6	-4	-4	-4	-1	1	15	-1	-1	-2.3
O=C(Cc1ccccc1)Nc1ncnc2c1C(c1ccccc1)c1c(ccc3ccccc13)O2 (centres undefined)
    -49	-8	5	0	-12	-46	4	2	1	1.1
O=C(NCC(=O)N1CCN(c2ncccn2)CC1)c1ccccc1OC(F)F
    2	0	-1	0	11	-4	7	-3	2	1.4
CCC(=O)N1CCc2cc(S(=O)(=O)NCCC(=O)Nc3ccccc3C)ccc21
    2	1	-3	-1	-3	2	1	-2	-2	0.9
Cc1noc(-c2ccc(C(F)(F)F)cc2)c1NC(=O)Nc1ccc(Cl)cc1
    .	4	-2	-3	-5	-16	13	4	-1	0.8
CC1CN(c2c3c(nc4ncnn24)CCCC3)CC(C)O1 (centres undefined)
    2	-4	-6	-1	0	4	0	-1	-2	1.0
CCCCc1ccc(NC(=S)N2CCN(c3ncccn3)CC2)cc1
    0	-4	-3	0	-1	1	11	2	1	-1.0
CCOC(=O)c1[nH]cnc1C(=O)Nc1ccc([N+](=O)[O-])cc1
    3	8	0	-2	-4	4	4	-2	0	-1.2
CN(C)c1nc(N)c([N+](=O)[O-])c(NCCO)n1
    1	-1	-1	1	2	2	11	1	-3	-1.4
NC(=O)NC(CC(=O)NCCc1ccc(S(N)(=O)=O)cc1)c1ccccc1Cl (centres undefined)
    -2	9	4	-6	1	-2	-11	-1	-1	-3.0
O=C(N/N=C/c1ccc2c(c1)OCO2)c1cc(-c2ccc(F)cc2)nc2ccccc12
    -40	-2	-7	-2	-8	-7	3	2	-1	-1.5
Cc1cc2occ(CC(=O)NC3(C)CCS(=O)(=O)C3)c2cc1C (centres undefined)
    4	1	5	2	5	0	8	-3	1	0.0
CN(C)N=Nc1nc2c(c(=O)n(C)c(=O)n2C)n1CC1CO1 (centres undefined)
    .	-9	0	3	3	2	-6	-3	1	-0.4
COc1ccc(OC)c(Nc2cc3ccccc3c(=O)[nH]2)c1
    6	-5	1	8	29	10	68*	17*	1	-1.5
CCN(CC)C(=O)Oc1ccc2cc(Br)ccc2c1
    -7	-1	-2	-2	3	16	-1	-4	1	-3.3
CC(=O)c1ccc(N2C(=O)[C@@H]3[C@H](C2=O)[C@H]2c4ccccc4C=NN2[C@@H]3C(C)=O)cc1
    -1	3	-5	-3	0	7	-1	5	-2	-1.8
CN(C)CCn1c2c(c(SCC(=O)Nc3cccc(C(F)(F)F)c3)nc1=O)CCCC2
    -11	2	-1	2	-2	-4	-11	-1	4	0.5
Cc1ccc(Cn2cc(CN3[C@H](C)COc4cc(Br)ccc4S3(=O)=O)nn2)cc1
    .	.	-10	-4	-4	1	6	4	-5	.
COCCN(C(=O)CNC(=O)c1cccs1)C(C(=O)NC1CCCCC1)c1ccco1 (centres undefined)
    -1	-2	-1	-5	0	6	8	0	1	2.8
COc1ccc(C)cc1NC(=O)c1nn(C)cc1Br
    -2	3	4	3	-8	-1	-1	-5	-2	-0.5

The listing continues.
Every second line gives: HTRA1 inh	TCR CD3 inh	Tn7 DDE FP	PRMT1 inh	ABHD4 inh	SIAE primary	TDP2 inh	LEDGF integ inh	UHRF1 MBD2 ctr	PG9 binder
COC(=O)c1c(C(=O)OC)c2n(c1C)CCC2
    5	-2	0	1	6	-4	12	-2	2	0.1
COc1ccccc1Cn1c(=S)[nH]c2cc(C(=O)NCC3CCCO3)ccc2c1=O (centres undefined)
    -7	-1	-4	-1	-16	-4	8	5	-4	0.5
CCc1onc(C)c1C(=O)Nc1cc(C)ccc1OC
    2	-1	0	2	2	2	6	0	1	-1.1
Cc1nnc(Nc2ccc3c(c2)ncn3C)c2ccccc12
    5	5	0	0	1	2	-6	-2	1	-1.9
O=C(Nc1ccc(CN2CCCCC2)cc1)Nc1ccccc1Cl
    -4	1	-4	-3	5	0	-2	1	-2	-0.8
c1ccc2oc(-c3[nH]ncc3CN3CCC(N4CCSCC4)CC3)cc2c1
    4	-1	1	-1	-2	3	6	0	6	-1.4
COc1ccccc1Oc1cc(F)nc(N)n1
    4	-7	-3	-1	-1	3	6	3	2	-2.5
CC(C)=CC(=O)N1CCC(N2CCC(C(=O)NCC3CCCO3)CC2)CC1 (centres undefined)
    4	2	1	-3	4	6	9	2	0	-2.3
COC1(C)CC2C(CC1OC(=O)c1cc([N+](=O)[O-])cc([N+](=O)[O-])c1)C2(C)C (centres undefined)
    -1	-7	-3	2	-4	-8	0	-1	9	0.7
COc1ccc2oc(=O)c(C(=O)Nc3ccccc3-c3ccccc3)cc2c1
    -2	3	12	-3	-1	2	-7	2	-1	-0.6
CCC[C@@H]1C[C@@H](C(=O)NC(C(C)Cl)[C@H]2O[C@H](SC)[C@H](O)[C@@H](O)[C@H]2O)N(C)C1 (some centres undefined)
    5	5	0	0	10	5	3	0	0	-0.2
CCCCOc1ccc(/C=C/C(=O)N(CC)CC(=O)Nc2ccc3c(c2)OCCO3)cc1OC
    -10	-2	13	4	-2	1	10	0	-1	0.0
CCOc1c(C)cnc2c1c(=O)n(Cc1ccc(Cl)cc1)c(=O)n2C
    4	2	-5	0	-8	-9	-2	5	-3	-1.8
Cn1c(CCc2ccccc2)nnc1SCC(=O)N1CCCC1
    9	1	2	-3	3	4	-3	5	-2	-0.8
O=S(=O)(c1ccccc1)C1(C2CC(c3ccccc3)=NO2)CC(O)C1 (centres undefined)
    -2	0	-8	1	-2	-7	-10	2	-1	-1.3
CCCCC(=O)Nc1cccc(C(C)O)c1 (centres undefined)
    .	-3	-3	-3	0	1	6	-6	0	2.0
O=C(Oc1cccc2ccccc12)c1cc(Cl)nc2ccccc12
    -5	-1	2	3	-3	7	-9	-4	6	-0.1
NS(=O)(=O)c1ccc(CCNC(=O)c2ccc3c(c2)OCCO3)cc1
    0	-7	2	0	-6	0	-3	0	6	0.1
O=C1CCC([N+](=O)[O-])C(c2ccc(C(F)(F)F)cc2)N1 (centres undefined)
    1	3	-5	-6	-2	5	12	-1	2	-3.2
CCCc1cnc(N2CCN(S(C)(=O)=O)CC2)nc1
    2	-1	-1	-1	1	-5	12	2	-3	-2.6
COc1c(C)cc(C(=O)C2CCCN(C(=O)CCCn3cncn3)C2)cc1C (centres undefined)
    6	-2	8	5	-4	-2	-6	-10	1	-0.7
CC(C)Oc1ccc(Cc2cnc(N)nc2N)cc1
    -4	7	3	-2	-2	-9	2	-1	-2	-2.3
CN1C(=O)N(CC(=O)Nc2ccc3c(c2)OCO3)C(=O)C12CCCCC2
    17	0	0	0	7	5	-6	0	-1	-1.9
COc1ccc(C(=O)Nc2cc(C)c(NC(=O)c3ccccn3)cn2)cc1
    -8	0	4	0	4	2	-14	-1	-2	-2.5
Cc1ccc(-c2ccc(/C=C3\C(=O)ON=C3c3ccccc3)o2)c([N+](=O)[O-])c1
    9	-9	-4	5	22	3	13	0	-1	0.5
Cc1nc2c(OCc3ccc(C(F)(F)F)cc3)cccn2c1N(C)C(=O)CCC1CCCC1
    .	-3	-5	5	2	2	-6	-2	-4	-2.6
O=C(COc1ccccc1)Nc1ccc(CN2CCCCC2)cc1
    1	2	1	3	7	0	4	-4	0	0.7
O=C(Nc1cccc(Cl)c1N1CCCC1)c1cc2ccccc2o1
    3	1	8	4	-14	-18	-2	0	5	-0.3
Cc1cc(C2=NNC(=NC3CC3)SC2)c(C)n1Cc1ccco1
    22	1	0	14	2	0	2	7	-9	-0.8
O=C(O)c1cc(N/C(=N\S(=O)(=O)c2ccc(F)cc2)c2ccccc2)ccc1O
    1	-2	3	7	-6	2	-9	-1	2	-0.3

Rewritten with bars between the fields: part of the list above
canonical_smiles | HTRA1 inh | TCR CD3 inh | Tn7 DDE FP | PRMT1 inh | ABHD4 inh | SIAE primary | TDP2 inh | LEDGF integ inh | UHRF1 MBD2 ctr | PG9 binder
CCCCOc1ccc(/C=C/C(=O)N(CC)CC(=O)Nc2ccc3c(c2)OCCO3)cc1OC | -10 | -2 | 13 | 4 | -2 | 1 | 10 | 0 | -1 | 0.0
O=C1CCC([N+](=O)[O-])C(c2ccc(C(F)(F)F)cc2)N1 (centres undefined) | 1 | 3 | -5 | -6 | -2 | 5 | 12 | -1 | 2 | -3.2

The list goes on.
Every second line gives: HTRA1 inh	TCR CD3 inh	Tn7 DDE FP	PRMT1 inh	ABHD4 inh	SIAE primary	TDP2 inh	LEDGF integ inh	UHRF1 MBD2 ctr	PG9 binder
CCOc1ccc(N=C2NN=C(c3cc(C)n(CC4CCCO4)c3C)CS2)cc1 (centres undefined)
    23	-4	-9	-1	8	4	-3	2	-1	-3.3
CCCN(CCC)S(=O)(=O)c1ccc(C(=O)NCc2ccco2)cc1
    3	-8	5	1	-2	4	1	-1	-1	1.1
COc1cc(/C=N/Nc2nc(C)cc(=O)[nH]2)cc(OC)c1O
    11	0	-3	2	5	1	-13	-2	1	-2.4
CS(=O)(=O)c1ccc(CNC(=O)C2(C(F)(F)F)C/C(=C/CCO)CCCO2)cc1 (centres undefined)
    6	-2	7	8	7	4	5	-1	1	0.0
CCOC(=O)CSc1nnc(NC(=O)c2ccco2)s1
    -2	-3	0	-1	-5	-6	-5	5	2	-1.7
CCCn1nnc(NC(=S)NC(=O)/C=C/c2ccco2)n1
    14	-1	-3	9	25	1	6	6	7	0.3
